Screening results from PubChem BioAssay.
NPY2 pot ag: potentiates or activates human NPY-Y2 receptor. 220,000 compounds, 0.45% hits. AID 1359. P49146. activation, % at 3.6 µM. cells expressing NPY-Y2, potentiator/agonist read-out; in the data active = activation above about 27%;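 also: cells stimulated with NPY near EC25 plus isoproterenol at EC100; 0% = vehicle plus submaximal agonist and 100% = vehicle plus saturating agonist; some results beyond the cut were filed as inactive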
Target sequence (P49146 whole entry, looked up): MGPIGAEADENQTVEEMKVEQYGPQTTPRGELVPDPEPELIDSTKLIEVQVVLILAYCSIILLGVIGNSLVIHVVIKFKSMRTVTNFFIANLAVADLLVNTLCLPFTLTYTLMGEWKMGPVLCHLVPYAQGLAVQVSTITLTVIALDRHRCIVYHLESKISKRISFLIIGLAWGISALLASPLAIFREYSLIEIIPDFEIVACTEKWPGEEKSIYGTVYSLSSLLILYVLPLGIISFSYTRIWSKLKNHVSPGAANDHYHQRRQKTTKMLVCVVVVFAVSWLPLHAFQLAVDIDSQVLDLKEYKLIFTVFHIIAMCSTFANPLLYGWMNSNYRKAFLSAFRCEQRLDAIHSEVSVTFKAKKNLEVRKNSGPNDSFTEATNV
EP2 mod: EP2 receptor (human) modulation | P43116 | EP2-expressing cells, cAMP HTRF FRET, PGE2 co-stimulation | induction, % at 25 µM | 260,000 compounds, 0.83% hits | AID 940;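 active = compounds whose cAMP rise, as percent of the full-agonist control response, exceeds 60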;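 also: rat C6 glioma line stably carrying human EP2 under a CMV promoter; the protocol text gives 20 µM as final concentration; 100% = response of wells given 1 µM PGE2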
Target sequence (P43116 whole entry, looked up): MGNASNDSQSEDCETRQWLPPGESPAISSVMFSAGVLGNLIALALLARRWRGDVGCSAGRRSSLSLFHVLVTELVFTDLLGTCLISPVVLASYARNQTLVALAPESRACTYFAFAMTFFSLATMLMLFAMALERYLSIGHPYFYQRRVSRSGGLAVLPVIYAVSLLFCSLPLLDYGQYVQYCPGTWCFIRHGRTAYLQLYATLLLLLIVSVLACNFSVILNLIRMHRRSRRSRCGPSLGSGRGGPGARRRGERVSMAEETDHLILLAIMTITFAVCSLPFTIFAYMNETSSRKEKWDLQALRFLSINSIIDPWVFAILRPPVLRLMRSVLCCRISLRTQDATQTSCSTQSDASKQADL
NPY1 pot ag: potentiators or agonists of human neuropeptide Y receptor Y1 | P25929 | NPY-Y1 expressing cells, potentiator/agonist activation | activation, % at 3.6 µM | 220,000 compounds, 0.37% hits | AID 1304; in the data active = activation above about 33%, passing the limit was not always enough;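 also: cells stimulated with NPY at EC10 then isoproterenol at EC100; 0% = low agonist plus stimulus and 100% = saturating agonist plus stimulus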
EP2 antag: blocks the human prostaglandin E2 receptor EP2; P43116; C6 glioma cells expressing human EP2, cAMP TR-FRET; cells stimulated with saturating PGE2; inhibition, % at 25 µM; 260,000 compounds, 0.52% hits; AID 1422;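 active = percent inhibition above 40 after rounding to a whole number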;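 also: rat C6 glioma host cells with rolipram phosphodiesterase inhibitor present; the protocol text gives 20 µM as final concentration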
S1P4 agonist: activates the human S1P4 receptor. O95977. S1P4-expressing cell line, agonist reporter assay. activation, % at 4.98 µM. 220,000 compounds, 0.35% hits. AID 1509; in the data active = activation above about 11%;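 also: 0% = DMSO vehicle and 100% = reference agonist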
Target sequence (O95977 whole entry, looked up): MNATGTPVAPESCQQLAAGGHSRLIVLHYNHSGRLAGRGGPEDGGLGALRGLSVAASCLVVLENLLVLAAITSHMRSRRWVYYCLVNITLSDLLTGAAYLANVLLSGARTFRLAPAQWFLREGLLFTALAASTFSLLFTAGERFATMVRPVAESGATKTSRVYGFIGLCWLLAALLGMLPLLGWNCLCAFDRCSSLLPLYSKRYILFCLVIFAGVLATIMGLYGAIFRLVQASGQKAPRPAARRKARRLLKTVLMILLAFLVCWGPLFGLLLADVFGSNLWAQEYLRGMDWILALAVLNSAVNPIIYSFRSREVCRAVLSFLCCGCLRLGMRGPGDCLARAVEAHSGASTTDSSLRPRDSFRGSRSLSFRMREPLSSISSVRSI
p97 inhibitor: blocks human p97 ATPase activity | P55072 | recombinant p97 ATPase, Kinase-Glo ATP luminescence, 3 h | inhibition, % at 8 µM | 220,000 compounds, 0.42% hits; in the data active = inhibition above about 15%;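 also: 0% = DMSO vehicle and 100% = wells lacking enzyme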
NPY-Y1 antag: blocks the human neuropeptide Y Y1 receptor; P25929; HEK293-CNG Y1 cells, membrane potential fluorescence; NPY at EC95, then isoproterenol; 200,000 compounds, 1% hits; AID 1040; inhibition, % at 3.6 µM;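 active = inhibition above the campaign mean inhibition of all tested compounds plus 3 SD, cut at about 20% in these data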;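 also: 0% = DMSO wells given NPY plus isoproterenol and 100% = isoproterenol alone without NPY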
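Test system: HEK293 cells co-expressing NPY Y1 receptor and cyclic-nucleotide gated channel; Also added: NPY (25 nM), isoproterenol (1 µM), Ro 20-1724 (25 µM); Compound dosing: one concentration, 3.6 µM, in 0.4% DMSO; Timing: dye 3 h, compound 60 min room temperature, stimulation 45 min; Technique: Membrane-potential fluorescent dye readout.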
eIF4E-4G inh: eIF4E/eIF4G interaction inhibition in translation initiation; P63073+Q04637; 220,000 compounds, 0.37% hits; inhibition, % at 21.7 µM; TR-FRET eIF4E-eIF4GI(517-606) binding, 2 h;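 active = inhibition above about 30%, limit read from the data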;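 also: 0% = full FRET control wells and 100% = background wells lacking eIF4GI fragment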
S1P4 antagonist: antagonists of human S1P4 receptor. 220,000 compounds, 0.26% hits. S1P4-expressing cells, antagonist mode, reporter read-out. inhibition, % at 4.98 µM. AID 1510; in the data active = inhibition above about 29%;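 also: 0% = wells stimulated with agonist and 100% = vehicle wells without agonist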
Numbers without * were called inactive; / = not tested or not shown; & = joins results of further samples; [ ] = dose if it differs, or a comment.

# | Molecule | NPY2 pot ag | EP2 mod | NPY1 pot ag | EP2 antag | S1P4 agonist | p97 inhibitor | NPY-Y1 antag | eIF4E-4G inh | S1P4 antagonist
1 | CCCc1nnc(SCC(=O)N2CCCC(C)C2)n1CCOC (stereo not given) | -8 | 0 | -13 | 6 | -2.1 | -4 | 4 | -1 | 15
2 | O=C(CN1CCSCC1)N1CCc2[nH]c3ccc(Br)cc3c2C1 | 1 | -48 | -7 | 11 | 2.6 | 2 | -9 | 7 | -21
3 | Cc1ccc(CNC(=O)C(C)OC(=O)c2cccs2)cc1 (stereo not given) | -20 | -31&5 | -10 | 4&2 | -2.9 | -5 | 6 | 6 | -10
4 | CN(C)c1ccc(C(=O)OCC(=O)NCC2CCCO2)cc1 (stereo not given) | 3 | 0 | -8 | 4 | 1.0 | -3 | -4 | 3 | 8
5 | O=C(COC(=O)c1c(Cl)ccc(Cl)c1Cl)NC1CCS(=O)(=O)C1 (stereo not given) | -7 | 6 | -13 | 5 | 0.8 | -2 | -1 | 0 | -9
6 | COc1ccc(-c2cc(C(=O)N3CCN(c4ncccn4)CC3)c3ccccc3n2)c(OC)c1 | 4 | -25 | -15 | 6 | 1.4 | 2 | 7 | 15 | 6
7 | N#CCC1c2ccccc2CCN1C(=O)Nc1cccc(C(F)(F)F)c1 (stereo not given) | -10 | -13 | -8 | 14 | 0.8 | -2 | 8 | 1 | -7
8 | CC1(C)Cc2cccc(C(=O)Nc3ccc(F)cc3F)c2O1 | -17 | 82* | -41 | 4 | -0.9 | -1 | / | 6 | 8
9 | O=C(COC(=O)c1ccc(S(=O)(=O)Nc2ccccc2)cc1)NCCN1C(=O)CSC1=O | 3 | 21 | 2 | 9 | 1.5 | 5 | 2 | 11 | -9
10 | CCOC(=O)c1c(C)nc2c(c1-c1ccccc1)C(=O)c1ccccc1-2 | -21 | 61* | -40 | 6 | 0.7 | -1 | 8 | 1 | -3
11 | CCOP(=O)(OCC)c1nc(-c2ccc(Cl)cc2Cl)oc1N1CCOCC1 | 7 | -5 | 6 | 5 | -1.5 | -6 | -2 | 10 | -8
12 | COc1ccc(C(=O)Nc2cccc(C(=O)NCc3ccco3)c2)cc1 | 14 | -20 | 10 | 7 | -1.1 | 0 | 3 | -2 | -16
13 | CCCCCCNC(=O)CCNS(=O)(=O)c1ccc(C)cc1 | 7 | 28 | 13 | 6 | 1.2 | 0 | 4 | 2 | -13
14 | Cc1ccc(-c2n[nH]c(S(C)(=O)=O)c2C#N)cc1 | 9 | 9 | 31 | -1 | 1.6 | 4 | / | 7 | -8
15 | CCOC(=O)C1C(=O)CC(C)(O)C(C(=O)OCC)C1c1cccs1 (stereo not given) | 3 | 12 | 8 | 15 | 2.9 | -6 | 1 | -1 | 6
16 | CSCC[C@H](NC(=O)OC(C)(C)C)C(=O)N1CCC(C(=O)N[C@@H](C)C(=O)O)CC1 | 7 | 28 | 5 | 7 | -0.4 | -5 | 2 | 1 | 14
17 | CS(=O)(=O)N1CC(C(=O)NC2CCCC2)Oc2ccc(Cl)cc21 (stereo not given) | -8 | -20 | 8 | 11 | 0.2 | 2 | 0 | -22 | -19
18 | CC(C)(C)c1cc(C(=O)NNc2cc(C(F)(F)F)ccc2Cl)n(Cc2ccccc2)n1 | -28 | -14 | -13 | 16 | -1.0 | 4 | / | 5 | 17
19 | COc1ccc(-c2nc3ccccc3o2)cc1NC(=O)c1ccc(Br)o1 | 9 | 24 | -13 | 8 | 2.0 | 9 | 9 | -46 | -9
20 | COCCCNC(=S)N1CCN(S(=O)(=O)c2ccc(OC)cc2)CC1 | 5 | -32 | 6 | 5 | -0.4 | 2 | -2 | 2 | -4
21 | CC1CCN(c2c(NCC3CCC(C(=O)Nc4ccccn4)CC3)c(=O)c2=O)CC1 (stereo not given) | 3 | 24 | -32 | 7 | 2.1 | 5 | -2 | 5[fluorescence artefact?] | -11
22 | c1ccc(C(c2nnnn2Cc2ccco2)N2CCN(C3CCCC3)CC2)cc1 (stereo not given) | 8 | 15 | -6 | 10 | -0.5 | 3 | 6 | 0 | -8
23 | CCCCN1C(=O)CN(CCc2ccccc2)C(=O)C1c1ccc(OC)cc1 (stereo not given) | -4 | 6 | -4 | 7 | 0.9 | -2 | -12 | 3 | -16
24 | CC12COC3(C(=O)Nc4ccccc4)CC1CCC32C (stereo not given) | 4 | -69 | 11 | 10 | -0.1 | 4 | 7 | 3 | 7
25 | CC(=O)NCCn1c(SCC(=O)Nc2ccc(C)cc2)nc2ccccc2c1=O | -4 | -46 | -7 | 6 | 2.4 | -8 | -1 | 1 | -7
26 | COc1ccc(Oc2ccc(N/C=C3/CCCC3=O)cc2)cc1 | 5 | 5 | -10 | 3 | 0.4 | 0 | 6 | 11[fluorescence artefact?] | -26
27 | COc1ccc(OC)c(NC(=O)CSc2nc3ccccc3c(=O)n2CCNC(C)=O)c1 | 2 | -19 | -13 | 13 | -1.2 | 5 | -1 | -6 | -5
28 | CC(C)(C)C1(O)CC(C(F)(F)F)=NN1C(=O)CCCc1ccccc1 (stereo not given) | 4 | 34 | 0 | 2 | -0.3 | 4 | 1 | -2 | -2
29 | COc1cc2c3c(c1)c(C1=NC(=S)NC1=O)c(O)n3C(C)(C)C=C2C | 9 | 16 | 17 | 5 | -1.4 | 4 | -6 | -4[fluorescence artefact?] | 3
30 | CCCn1c(=O)c(C(=O)Nc2ccccc2)c(O)c2ccccc21 | -6 | 13&47 | -2 | 11&13 | 1.3 | -1 | 2 | -3 | -20
31 | Cc1cccc(C)c1Nc1c(-c2ccc(N3CCOCC3)cc2)nc2ncccn12 | 43* | -49 | 36 | / | 0.8 | 6 | -4 | 0 | 3
32 | NC(=O)c1nnn(-c2ccc([N+](=O)[O-])cc2)c1-c1ccccc1 | 18 | -29 | -7 | 21 | 0.7 | 5 | / | 4 | 13
33 | COc1ccc(-c2n[nH]c(C)c2-c2ccc(Cl)cc2)c(O)c1 | 18 | 32 | 23 | 9 | 0.8 | 0 | -12 | 5[fluorescence artefact?] | -15
34 | CCCOc1c(Cl)cc(/C=N/O)cc1OCC | -19 | 6 | -19 | 4 | 0.7 | -1 | 6 | -2 | -19
35 | O=C(C1CCCN(S(=O)(=O)c2cccnc2)C1)N1CCN(c2ccccn2)CC1 (stereo not given) | 9 | 20 | -9 | 8 | 0.3 | -5 | -5 | -2 | -11
36 | O=C1CCC(C(=O)NC2(C(=O)NC3CCCCC3)CCCCC2)N1 (stereo not given) | 6 | -5 | 7 | 13 | 2.9 | 2 | -1 | -11 | -23
37 | COc1ccc(-c2cnnc(N/N=C/c3ccc(-c4ccc([N+](=O)[O-])cc4)o3)n2)cc1 | 1 | -6 | 13 | 5 | 0.3 | 5 | 0 | 31* | -5
38 | O=S(=O)(c1ccc2ccccc2c1)N1CCCCCC1 | -10 | 9 | 4 | 7 | 0.9 | 3 | 0 | 0 | -16
39 | CCCC(=O)Nc1cc2c(cc1C(C)=O)OCCO2 | -17 | 23 | -6 | 6 | 1.4 | 2 | 4 | 0 | -10
40 | CCOC(=O)C1(CC2CCCCO2)CCN(Cc2cc(F)ccc2-n2cccn2)CC1 (stereo not given) | -16 | 23 | -2 | 17 | 0.1 | 4 | 25* | 2 | 10
41 | S=C(NCCc1ccccc1)N1CCCCC1 | 9 | -36 | 23 | 0 | 0.6 | 1 | -7 | 5 | -1
42 | Cc1nc(SCC(=O)NC(=O)NCc2ccco2)nc(C)c1C | 14 | 26 | 2 | 0 | 0.4 | 10 | 6 | -1 | -11
43 | COc1ccc(NC(=S)NC(=O)c2ccccc2Cl)cc1 | -18 | -76 | 1 | 10 | 0.6 | 1 | 3 | 1 | 2
44 | COc1ccc2[nH]c3c(=O)n(CCCCC(=O)N4CCCC4)c(=S)[nH]c3c2c1 | 7 | 8 | -10 | 11 | -0.7 | 11 | 0 | -42 | -4
45 | COc1ccc(S(=O)(=O)NC(C)C)cc1-n1cnnn1 | -5 | -18 | -4 | 6 | -2.9 | 4 | -11 | -1 | 14
46 | CCOc1ccc2cc(C#N)c(SCC(=O)NC(C)CC)nc2c1 (stereo not given) | 5 | 69* | 9 | 19 | -1.1 | -4 | 5 | -47[fluorescence artefact?] | 5
47 | CCOC(=O)CN1CC23C=CC(O2)C(C(=O)Nc2ccc(OC)cc2OC)C3C1=O (stereo not given) | 0 | -2 | -8 | 6 | -0.9 | 2 | -1 | -7 | 4
48 | C/C=C/C(=O)OCC(=O)Nc1nc2ccc(C)cc2s1 | -15 | 14 | -32 | 22 | -1.5 | 7 | 3 | -13 | -9
49 | Cn1c(=O)c2c(nc(N3CCOCC3)n2CC(=O)C23CC4CC(CC(C4)C2)C3)n(C)c1=O | 10 | 7 | 11 | 6 | -1.9 | 2 | -3 | -3[fluorescence artefact?] | 4
50 | O=C(COC(=O)c1cccc(C(F)(F)F)c1)NCc1ccc(Cl)cc1 | -4 | 26 | -4 | 9 | 4.4 | 6 | 4 | -3 | 13

Record cards (already shown). Values in the order: NPY2 pot ag	EP2 mod	NPY1 pot ag	EP2 antag	S1P4 agonist	p97 inhibitor	NPY-Y1 antag	eIF4E-4G inh	S1P4 antagonist
`NC(=O)c1nnn(-c2ccc([N+](=O)[O-])cc2)c1-c1ccccc1` reads 18	-29	-7	21	0.7	5	/	4	13
`O=S(=O)(c1ccc2ccccc2c1)N1CCCCCC1` reads -10	9	4	7	0.9	3	0	0	-16
`S=C(NCCc1ccccc1)N1CCCCC1` reads 9	-36	23	0	0.6	1	-7	5	-1
`COc1ccc(NC(=S)NC(=O)c2ccccc2Cl)cc1` reads -18	-76	1	10	0.6	1	3	1	2
`COc1ccc(OC)c(NC(=O)CSc2nc3ccccc3c(=O)n2CCNC(C)=O)c1` reads 2	-19	-13	13	-1.2	5	-1	-6	-5

The results go on:
# | Molecule | NPY2 pot ag | EP2 mod | NPY1 pot ag | EP2 antag | S1P4 agonist | p97 inhibitor | NPY-Y1 antag | eIF4E-4G inh | S1P4 antagonist
51 | CN1OC2C(=O)N(c3ccccc3)C(=O)C2C1c1ccc(F)cc1 (stereo not given) | 3 | 23 | -2 | 5 | 1.3 | 1 | 4 | 9[fluorescence artefact?] | -6
52 | Cc1ccc(Cn2nnc3c(=O)[nH]c(C4CCN(C(=O)c5cccs5)CC4)nc32)cc1 | -16 | 18&24 | 0 | 5&9 | -0.9 | 0 | 0 | 7[fluorescence artefact?] | -11
53 | Cc1cccc(NC(=O)c2cc(N3C(=O)CCC3=O)ccc2Cl)n1 | -7 | 27 | 6 | 8 | 0.9 | -4 | 1 | -8 | -5
54 | NC(=O)CC[C@H](NC(=O)OCc1ccccc1)C(=O)OCc1ccc(Cl)cc1 | -4 | -13 | 11 | 7 | -0.6 | 2 | 1 | 20 | -2
55 | NCCOc1ccccc1OCCN | 8 | 20 | 2 | 2 | 3.3 | 0 | 6 | -2 | -16
56 | COc1cccc(N2C(=O)N(c3ccccc3)C3CS(=O)(=O)CC32)c1 (stereo not given) | 6 | 8 | 2 | 5 | -0.9 | 7 | -1 | 2 | -25
57 | CCOc1nc(-c2ccc(OC)cc2)ccc1-c1noc(-c2cccnc2)n1 | -14 | -15 | -13 | 2 | -1.6 | -2 | 4 | / | -1
58 | CC(C)(C)NC(=O)CSc1nc(O)cc(=O)n1-c1ccccc1 | -12 | 6 | 3 | 6 | 1.3 | 0 | 7 | 1 | -7
59 | O=c1oc2ccccc2n1CSC1=NCCS1 | 5 | 1 | -6 | 24 | -0.5 | -5 | -1 | 1 | 7
60 | CCCCOc1ccc(N2C(=O)CC(NCCc3ccc(S(N)(=O)=O)cc3)C2=O)cc1 (stereo not given) | 2 | -13 | -21 | 14 | -1.9 | -6 | 5 | -2 | 4

These rows are one share of the data (hit frequency here may not be typical).
